# RECQ1 inh: RECQ1 (human) helicase inhibition | Potency, µM (highest dose often 57.3 µM), for the others: at the highest dose activity, negative = inhibition, usual class: inhibitors | actives 0.54% (n = 240,000) | P46063 | RECQ1 DNA unwinding, red fluorescence kinetic read | AID 2549;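 also: plate controls were vehicle for no effect and no enzyme for full effect; nearly all actives have a fitted effect of over 30% in size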
# Target sequence (P46063 whole entry, looked up): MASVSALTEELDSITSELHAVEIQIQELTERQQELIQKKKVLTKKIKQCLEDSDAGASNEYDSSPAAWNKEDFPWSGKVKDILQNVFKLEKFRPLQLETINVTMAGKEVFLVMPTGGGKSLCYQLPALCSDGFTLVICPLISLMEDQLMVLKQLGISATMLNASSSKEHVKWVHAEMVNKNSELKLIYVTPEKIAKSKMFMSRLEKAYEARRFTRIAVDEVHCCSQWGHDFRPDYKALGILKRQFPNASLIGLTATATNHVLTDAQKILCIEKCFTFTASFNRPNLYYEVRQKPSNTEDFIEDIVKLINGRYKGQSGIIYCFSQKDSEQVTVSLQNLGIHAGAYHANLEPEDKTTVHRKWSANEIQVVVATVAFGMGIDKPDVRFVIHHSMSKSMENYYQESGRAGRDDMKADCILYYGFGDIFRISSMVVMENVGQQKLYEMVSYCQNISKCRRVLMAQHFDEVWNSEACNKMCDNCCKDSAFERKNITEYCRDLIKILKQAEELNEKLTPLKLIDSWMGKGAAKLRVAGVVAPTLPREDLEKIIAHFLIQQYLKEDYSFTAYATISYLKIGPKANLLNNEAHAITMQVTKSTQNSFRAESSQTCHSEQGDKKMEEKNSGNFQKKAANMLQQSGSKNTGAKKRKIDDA
#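 RECQ1T1 50 nM; forked duplex (20 bp + 30-nt ss tails) 200 nM, ATP 2 mM final; pH 8.0, 2 mM MgCl2, 2.5 ug/ml poly(dI-dC); 15 min compound preincubation; discontinuous kinetic read over 2 h at RT.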
# SMN2 splice up: increases expression of the SMN2 splice variant. HEK293 SMN2-luciferase splicing reporter, luminescence, 30-36 h. Potency, µM (top dose mostly 46.1 µM), for inactives: at the highest dose activity change, positive = activation, actives largely listed as activators. actives 2.8% (n = 210,000). AID 1458; also: % of control where 0% means no effect; nearly all actives have a fitted effect of over 55% in size
#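 HEK293 cells carry an SMN2 minigene-luciferase reporter in which exon 7 inclusion puts luciferase in frame. Cells were seeded at 2000 cells/well, attached for 10-12 hours, then exposed to compounds for 30-36 hours at 37C before ONE-Glo luminescence.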
# GoLoco inh red: inhibitors of human Gai1-RGS12 GoLoco interaction (red fluorophore); P63096; Gai1:RGS12 GoLoco peptide FP, rhodamine, 10 min; Potency, µM (top dose mostly 61.6 µM), inactives show at the highest dose activity, negative = inhibition, actives largely listed as inhibitors; actives 0.44% (n = 230,000); active = well fitted inhibition curve with a large enough effect, not every such curve was filed as active; inactive = no such curve, though single readings can be large or run the other way; also: % is scaled to controls: 0 for no effect and ±100 for the full control effect; nearly all actives have a fitted effect of over 30% in size; many of its hits are not listed in these tables
# Target sequence (P63096 whole entry, looked up): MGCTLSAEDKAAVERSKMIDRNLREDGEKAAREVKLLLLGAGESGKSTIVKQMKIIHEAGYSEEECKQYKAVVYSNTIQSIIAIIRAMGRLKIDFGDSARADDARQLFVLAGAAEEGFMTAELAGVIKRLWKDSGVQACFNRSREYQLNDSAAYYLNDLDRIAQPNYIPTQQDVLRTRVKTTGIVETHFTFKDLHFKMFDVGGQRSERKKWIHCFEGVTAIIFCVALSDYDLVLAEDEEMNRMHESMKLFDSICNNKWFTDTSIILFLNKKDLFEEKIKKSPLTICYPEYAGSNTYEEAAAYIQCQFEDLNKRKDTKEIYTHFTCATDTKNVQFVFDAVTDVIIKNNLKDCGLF
# Epigenetic reg: derepresses silenced GFP reporter in murine cells. murine LDR cells, GFP reporter derepression, 30 h. Potency, µM (series often up to 53.9 µM), for the others: at the top dose GFP activation, hits mostly activators. actives 0.2% (n = 280,000). AID 1865; also: % of control where 0% means no effect; nearly all actives have a fitted effect of over 60% in size
#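 Murine LDR cells bearing a silenced CMV-driven GFP reporter were exposed to compound for 30 h at 37 C. After PBS washes, GFP-positive cells (20-120 um objects) counted by laser-scanning microplate cytometry.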
# * = called active by the depositor; ? = inconclusive; · = no result given; [ ] = another dose, or the depositor's remark. Unless noted, calls follow the shape of the dose curve; as a rule, active = well fitted curve in the direction sought with a large enough effect; inconclusive = small, poorly fitted or top-dose-only effect, or another doubt; inactive = no such curve, though single readings can be large; an effect the other way counts as inactive or inconclusive. Potency is read from the fitted curve at half-maximal effect. Only part of the results is shown. The share of hits here may be higher or lower than overall.
mol | RECQ1 inh | SMN2 splice up | GoLoco inh red | Epigenetic reg
COC(C(=O)C(O)C(C)O)C1Cc2cc3cc(OC4CC(OC5CC(O)C(OC)C(C)O5)C(OC(C)=O)C(C)O4)c(C)c(O)c3c(O)c2C(=O)C1OC1CC(OC2CC(OC3CC(C)(O)C(OC(C)=O)C(C)O3)C(O)C(C)O2)C(O)C(C)O1 (stereo unspecified) | · | · | -4% | ·
O=[N+]([O-])C(Br)(CO)CO | · | · | 3% | ·
O=[N+]([O-])c1cc(I)c(O)c(I)c1 | · | · | 0% | ·
Cc1ccc(NC(=O)c2cccn(Cc3ccccc3C)c2=O)c(C)c1 | · | · | · | 1.1%
O=C(Nc1ccc2c(c1)OCCO2)c1cccn(Cc2ccccc2)c1=O | · | · | · | 2.8%
O=C1CN=C(c2ccccc2Cl)c2cc(Cl)ccc2N1Cc1cccc(Cl)c1 | · | · | · | 2.2%
O=C(Nc1ccon1)c1cccn(Cc2cccc([N+](=O)[O-])c2)c1=O | · | · | · | 0.0%
CCc1ccc(-n2nc(C)c3c2NC(=O)CSC3c2ccc(C(=O)OC)cc2)cc1 (stereo unspecified) | · | · | · | -2.4%
COc1ccc(NC(=O)CCc2nc(C3=CCN(Cc4cccc(Cl)c4)CC3)no2)cc1OC | · | · | · | 0.0%
O=C(Nc1ccccc1C(F)(F)F)c1cccn(Cc2ccccc2)c1=O | · | · | · | 3.9%
O=c1c2ccccc2nc(/C=C\c2ccc(F)cc2)n1-c1ccccc1F | · | · | · | 0.4%
Cc1ccccc1-n1nc(C)c2c1NC(=O)CSC2c1ccc(N(C)C)cc1 (stereo unspecified) | · | · | · | -4.5%
O=C(Nc1ccon1)c1cccn(Cc2ccccc2)c1=O | · | · | · | 4.1%
CC(=O)NS(=O)(=O)c1ccc(NC(=O)c2cccn(Cc3ccc(Cl)cc3)c2=O)cc1 | · | · | · | 0.0%
O=C(Nc1ccc2c(c1)OCO2)c1cccn(Cc2cccc([N+](=O)[O-])c2)c1=O | · | · | · | 1.3%
COc1ccc(-c2nc(CN3C(=O)CN=C(c4ccccc4)c4ccccc43)c(C)o2)cc1 | · | · | · | -0.9%
O=C(Nc1ccc2c(c1)OCO2)c1cccn(Cc2ccc(F)cc2)c1=O | · | · | · | 2.1%
Cc1cc(OCC(=O)N2CCN(CCc3ccncc3)CC2)ccc1Cl | · | · | · | 0.0%
Cc1ccccc1CN1C(=O)CN=C(c2ccccc2)c2cc(Cl)ccc21 | · | · | · | -1.1%
COc1ccc(-c2nc(CN3C(=O)CN=C(c4ccccc4)c4cc(Cl)ccc43)c(C)o2)cc1 | · | · | · | -2.4%
Cc1nnc(NC(=O)c2cccn(Cc3ccc(Cl)cc3)c2=O)s1 | · | · | · | 3.6%
Cc1cc(NC(=O)c2cccn(Cc3cccc(Cl)c3)c2=O)no1 | · | · | · | 5.0%
CCOc1ccc(NC(=O)c2cccn(Cc3cccc(Cl)c3)c2=O)cc1 | · | · | · | 0.0%
O=C1CC(c2ccccc2Br)c2c(c3ccccc3oc2=O)O1 (stereo unspecified) | · | · | · | 0.6%
COc1ccc(C)cc1NC(=O)N(Cc1ccc2c(c1)OCO2)C1CCN(Cc2ccccc2)CC1 | · | · | · | -0.4%
CCc1ccccc1NC(=O)c1cccn(Cc2ccccc2F)c1=O | · | · | · | 2.8%
Cc1cccc(Cn2cccc(C(=O)Nc3nc4ccccc4s3)c2=O)c1 | · | · | · | 0.8%
CN(C)c1ccc(CNC(=O)Cn2c(=O)oc3cc(S(=O)(=O)N4CCCCCC4)ccc32)cc1 | · | · | · | ?
N#Cc1cccc(NC(=O)c2sc3nc4c(cc3c2N)N2CCC4CC2)c1 | · | · | · | -0.4%
O=C(Nc1ccon1)c1cccn(Cc2cccc(Cl)c2)c1=O | · | · | · | 0.0%
CCCCc1nn2c(=O)cc(COC(=O)Cc3ccccc3)nc2s1 | · | · | · | 2.3%
Cc1ccc(NC(=O)CN2C(=O)CN=C(c3ccccc3)c3ccccc32)cc1Cl | · | · | · | -1.1%
Cc1cccc(-n2c(/C=C/c3cccc4ccccc34)nc3ccccc3c2=O)c1 | · | · | · | 1.3%
COc1ccc(OCC(=O)N2CCN(Cc3cc(=O)n4nc(-c5ccc(OC)cc5)sc4n3)CC2)cc1 | · | · | · | -1.4%
COc1ccccc1NC(=O)N(Cc1ccc2c(c1)OCO2)C1CCN(Cc2ccccc2)CC1 | · | · | · | -0.2%
CN1CCN(c2oc(-c3ccc(COc4ccccc4)o3)nc2C#N)CC1 | · | · | · | 1.6%
CCCOc1ccc(C2SCC(=O)Nc3c2c(C)nn3-c2cccc(C)c2)cc1OC (stereo unspecified) | · | · | · | -4.7%
Cn1c(=O)n(C)c2cc(CNCCc3ccccc3F)ccc21 | · | · | · | -3.2%
O=C(COc1ccccc1[N+](=O)[O-])N1CCN(CCc2ccncc2)CC1 | · | · | · | -3.2%
CC(C)Cc1nc2cccnc2n1C1CCNCC1 | · | · | · | -1.0%

# 4 entries from above, reformatted:
# Results follow in this order: RECQ1 inh | SMN2 splice up | GoLoco inh red | Epigenetic reg
Cc1ccccc1-n1nc(C)c2c1NC(=O)CSC2c1ccc(N(C)C)cc1 (stereo unspecified)
 : · | · | · | -4.5%
O=C(Nc1ccon1)c1cccn(Cc2ccccc2)c1=O
 : · | · | · | 4.1%
CC(=O)NS(=O)(=O)c1ccc(NC(=O)c2cccn(Cc3ccc(Cl)cc3)c2=O)cc1
 : · | · | · | 0.0%
O=C(Nc1ccc2c(c1)OCO2)c1cccn(Cc2cccc([N+](=O)[O-])c2)c1=O
 : · | · | · | 1.3%

# Following part
SMILES	RECQ1 inh	SMN2 splice up	GoLoco inh red	Epigenetic reg
O=P1(Oc2ccccc2)CC(O)C(O)C(COCc2ccccc2)O1 (stereo unspecified)	-5%	·	·	·
CCOC(=O)C(SP(=S)(OC)OC)c1ccccc1 (stereo unspecified)	-12%	·	·	·
CC(C)C[C@H](NC(=O)[C@H](CC(C)C)NC(=O)[C@H](Cc1ccccc1)NC(=O)[C@@H](N)Cc1ccc(O)cc1)C(=O)N[C@@H](CCCN=C(N)N)C(=O)N[C@@H](CC(N)=O)C(=O)N1CCC[C@H]1C(=O)O	9%	·	·	·
C[C@H]1CC[C@@H]2[C@@H](C)[C@H]3C(CC4C5CC=C6CC(O[C@@H]7O[C@H](CO)C(O[C@@H]8O[C@@H](C)[C@H](O)[C@@H](O)[C@H]8O)[C@H](O)[C@H]7O[C@@H]7O[C@@H](C)[C@H](O)[C@@H](O)[C@H]7O)CC[C@]6(C)C5CC[C@@]43C)N2C1 (stereo partly specified)	14%	·	·	·
NCCNC[C@@H](N)CCCN=C(N)N[N+](=O)[O-]	-1%	·	·	·
Cc1cc([C@@H]2CCCN2C)on1	-2%	·	·	·
Clc1c(Cl)c(Cl)c(Cl)c(Cl)c1Cl	-2%	·	·	·
Cc1ccc2c(c1)Cc1c(C(=O)NN3CCCCC3)nn(-c3ccc(Cl)cc3Cl)c1-2	-19%	·	·	·
CC1=C[C@H]2[C@]3(O)C(C=C(CO)C[C@]2(O)C1=O)[C@@H]1C(C)(C)[C@]1(O)[C@H](O)[C@H]3C (stereo partly specified)	-6%	·	·	·
O=C=NCCCCN=C=O	-2%	·	·	·
CC(C)OC(=O)C(O)(c1ccc(Cl)cc1)c1ccc(Cl)cc1	-5%	·	·	·
C=C(C)C1CCC(C)=CC1c1c(OC)cc(C)cc1OC (stereo unspecified)	-1%	·	·	·
CC(C)Oc1cc(-n2nc(C(C)(C)C)oc2=O)c(Cl)cc1Cl	-10%	·	·	·
OCC(Br)(Br)Br	27%	·	·	·
O=C1NC(=O)c2c1c1c3ccccc3n3c1c1c2c2ccccc2n1C1CCC3O1	-3%	·	·	·
O=c1[nH]c2ccccc2n1C1CCN(Cc2ccc(-c3[nH]c4cc5ncnc5cc4nc3-c3ccccc3)cc2)CC1	1%	·	·	·
O=C(O)c1ccc(-c2ccc3cc(C45CC6CC(CC(C6)C4)C5)c(O)cc3c2)cc1	20µM*	·	·	·
OC12C3C4CC5C6C4C1C6C(C53)N2CCc1cccc(F)c1 (stereo unspecified)	-1%	·	·	·
CCOc1cncc(/C=C/CCNC)c1	-7%	·	·	·
CN(C)C(=O)Nc1ccc(-n2nc(C(C)(C)C)oc2=O)c(Cl)c1	-5%	·	·	·
CSCC[C@H](NC(=O)[C@@H](NC(=O)CNC(=O)[C@H](CC(=O)O)NC(=O)[C@H](CCSC)NC(=O)[C@@H](N)Cc1ccc(O)cc1)[C@@H](C)O)C(=O)N[C@@H](CO)C(=O)N[C@@H](CCC(N)=O)C(=O)N[C@H](C(=O)O)C(C)C	3%	·	·	·
CCOP(=S)(OCC)Oc1cc(C)nc(N(CC)CC)n1	-12%	·	·	·
COCC(C)N(C(=O)CCl)c1c(C)csc1C (stereo unspecified)	-2%	·	·	·
CCN(CC)CCCCN1c2ccccc2Oc2ccc(Cl)cc21	6%	·	·	·
N#Cc1cc(Br)c(O)c(Br)c1	16%	·	·	·
C[C@H]1C/C=C/[C@@H]2[C@@H]3O[C@]3(C)[C@@H](C)[C@H]3[C@H](Cc4ccccc4)NC(=O)[C@]32OC(=O)O/C=C/[C@](C)(O)C1=O	6%	·	·	·
CNCC(N)C(=O)O (stereo unspecified)	13%	·	·	·
C[C@]12O[C@H](C[C@@]1(O)C(=O)O)n1c3ccccc3c3c4c(c5c6ccccc6n2c5c31)CNC4=O	-8%	·	·	·
O=C(NC1CCCCC1)c1cn(CCN2CCOCC2)c2cc(Cl)ccc2c1=O	-13%	·	·	·
CC(C)CCNC(=O)CNC(=O)[C@@H](C)NC(=O)[C@@H](N)Cc1ccc(O)cc1	-8%	·	·	·

# A second format for 2 compounds above:
# Values in the order – RECQ1 inh	SMN2 splice up	GoLoco inh red	Epigenetic reg
COCC(C)N(C(=O)CCl)c1c(C)csc1C (stereo unspecified)
    -2%	·	·	·
CCN(CC)CCCCN1c2ccccc2Oc2ccc(Cl)cc21
    6%	·	·	·

# Next part
SMILES	RECQ1 inh	SMN2 splice up	GoLoco inh red	Epigenetic reg
CCN1C[C@]2(C)CCC(OC)[C@@]34C5C[C@@H]6CC[C@@](O)(C5C(=O)O6)[C@@H](C(O)C23)[C@@H]14 (stereo partly specified)	3%	·	·	·
O=C(Nc1ccccc1-c1ccc(Cl)cc1)c1cccnc1Cl	10%	·	·	·
CO[C@H]1[C@@H](O)[C@@H](C)O[C@H](O[C@H]2[C@H](Oc3cccc4c(O)c5c(=O)oc6ccc(C)c7c(=O)oc(c34)c5c67)O[C@H](C)[C@H](O)[C@@H]2O)[C@@H]1O	-27%	·	·	·
CCOc1cc(OP(=S)(OC)OC)nc(CC)n1	-18%	·	·	·
NCC[C@H](NC(=O)[C@@H](N)CCCN=C(N)N[N+](=O)[O-])C(N)=O	6%	·	·	·
CC(=O)[C@H]1CC[C@H]2C3CC[C@H]4C[C@](C)(O)CC[C@]4(C)C3CC[C@]12C (stereo partly specified)	-1%	·	·	·
O=C(N[C@@H]1CN2CCC1CC2)c1cc(Cl)cc2[nH]cnc12	-4%	·	·	·
COc1ccc(CC2NCCc3cc(OC)c(OC)cc32)cc1OC (stereo unspecified)	-6%	·	·	·
CCCCOC(=O)N(C)SN(C)C(=O)Oc1cccc2c1OC(C)(C)C2	0%	·	·	·
CC(C)(C)OC(=O)c1ncn2c1[C@@H]1CCCN1C(=O)c1c(Br)cccc1-2	-3%	·	·	·
N#CN=C1SCCN1Cc1ccc(Cl)nc1	-5%	·	·	·
Cc1cc(C)cc(NC(=O)Cn2cc(C(=O)c3cccs3)c3ccccc32)c1	·	-42%[inhibitor]	·	-1.0%
O=C(Nc1ccc(Cl)cc1C(=O)c1ccccc1)c1ccccc1Br	·	-14%	·	-1.6%
